Assay outcomes: PubChem, National Center for Advancing Translational Sciences (NCATS)
AmpC inh no detg = blocks E. coli AmpC beta-lactamase in detergent-free assay; hit rate 0.52% among 330,000; AmpC nitrocefin hydrolysis, absorbance 480 nm, 0.0001% Triton; Potency, µM (titrated, usually from 57.1 µM), for the others: at the top dose activity change, negative = inhibition, actives largely listed as inhibitors; AID 485341;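 note: potency is the fitted concentration of half-maximal effect; plate controls were no compound for no effect and no enzyme for full effect; nearly all actives have a fitted effect of over 20% in size; some results filed as inactive show a strong effect at the top dose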
Target sequence (P00811 whole entry, looked up): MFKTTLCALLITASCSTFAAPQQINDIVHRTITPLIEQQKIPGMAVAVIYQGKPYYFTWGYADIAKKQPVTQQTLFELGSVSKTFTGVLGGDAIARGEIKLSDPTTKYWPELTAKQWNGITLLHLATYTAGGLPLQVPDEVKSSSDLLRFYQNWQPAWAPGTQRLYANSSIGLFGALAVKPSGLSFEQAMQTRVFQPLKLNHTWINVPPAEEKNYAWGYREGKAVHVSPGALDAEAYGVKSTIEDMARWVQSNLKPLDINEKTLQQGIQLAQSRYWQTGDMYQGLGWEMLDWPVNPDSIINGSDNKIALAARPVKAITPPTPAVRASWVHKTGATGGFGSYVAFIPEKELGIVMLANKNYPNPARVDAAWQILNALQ
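AmpC (5.3 nM in the dispensed reagent) in 20 mM phosphate pH 7.0 with 0.01% (detergent screen) or 0.0001% Triton X-100 was preincubated with compounds for 15 min at room temperature. Nitrocefin was then added from an 800 uM solution, and hydrolysis was followed at 480 nm.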
Tb PYK inh = inhibitors of Trypanosoma brucei pyruvate kinase; TbPYK enzyme, Kinase-Glo Plus ATP luminescence, 45 min; Q57TT1; Potency, µM (top dose mostly 76.8 µM), for inactives: at the highest dose activity, negative = inhibition, usual class: inhibitors; hit rate 0.12% among 410,000; note: potency is the fitted concentration of half-maximal effect; % is set by controls: 0 for no effect and ±100 for the full control effect; nearly all actives have a fitted effect of over 50% in size
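Quantitative HTS: titrated library compounds versus trypanosomal pyruvate kinase in TEA buffer (pH 7.2) containing KCl, MgCl2, BSA and Tween-20. Reactions were initiated with ADP, 130 uM final. Kinase-Glo Plus luminescence was read after 45 min at RT.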
LmPK inh = LmPK (Leishmania mexicana) enzyme inhibition. hit rate 0.37% among 290,000. AID 1721. Q27686. purified LmPK, Kinase-Glo ATP luminescence, 1 h. Potency, µM (doses to about 57.5 µM), inactives show at the highest dose activity change, negative = inhibition, usual class: inhibitors; note: potency is the fitted concentration of half-maximal effect; % is set by controls: 0 for no effect and ±100 for the full control effect
Target sequence (Q27686 whole entry, looked up): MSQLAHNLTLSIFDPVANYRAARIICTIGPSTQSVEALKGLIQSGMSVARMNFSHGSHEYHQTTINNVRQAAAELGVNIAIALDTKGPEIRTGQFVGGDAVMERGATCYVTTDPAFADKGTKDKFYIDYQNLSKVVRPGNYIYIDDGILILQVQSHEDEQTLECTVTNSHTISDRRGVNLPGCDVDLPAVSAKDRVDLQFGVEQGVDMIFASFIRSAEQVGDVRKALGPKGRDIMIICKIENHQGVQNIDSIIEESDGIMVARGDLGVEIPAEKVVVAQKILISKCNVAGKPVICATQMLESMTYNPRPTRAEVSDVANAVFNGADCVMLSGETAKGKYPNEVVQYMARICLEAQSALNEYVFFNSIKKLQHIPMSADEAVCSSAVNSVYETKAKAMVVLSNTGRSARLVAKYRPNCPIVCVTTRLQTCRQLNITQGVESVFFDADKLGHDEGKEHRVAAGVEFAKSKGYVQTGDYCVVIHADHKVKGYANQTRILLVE
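Kinase-Glo luminescence read after 1 h RT reaction of 0.1 nM LmPK with 0.5 mM PEP and 0.1 mM ADP. Activity scaled between uninhibited and enzyme-free controls.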
Shiga toxin inh = Shiga toxin inhibition | Vero cells, Shiga toxin protein synthesis inhibition reporter | inhibition, % at 38.7 µM | hit rate 9.2% among 290,000; in the data active = inhibition mostly above about 28%, no sharp cut-off; inactive = mostly below about 43%; note: 0% is about no effect
Pf growth 96h = P. falciparum growth inhibition at 96 hours | P. falciparum luciferase reporter growth, 96 h | Potency, µM (highest dose often 28.7 µM), for inactives: top-dose activity change, negative = inhibition, hits mostly inhibitors | hit rate 6.9% among 320,000 | AID 504834; note: potency is the fitted concentration of half-maximal effect; % is set by controls: 0 for no effect and ±100 for the full control effect
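Two parasite generations (96 h, 37 C, 5% CO2) of compound exposure in infected erythrocytes (0.05% parasitemia, 2% hematocrit). Luciferase-reporter P. falciparum; decreased luminescence indicates inhibited growth, aimed at apicoplast-acting delayed death.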
Cycloheximide cs = counter-screen hit for Shiga toxin inhibitors, cycloheximide; cell reporter, cycloheximide protein synthesis inhibition counterscreen; max response, %; hit rate 12% among 300,000; in the data active = max response mostly above about 13%, no sharp cut-off; inactive = mostly below about 14%; note: read at 38.3 µM for the half of the compounds with a filed dose; 0% is about no effect
Pf growth 48h = inhibits P. falciparum growth in the first generation, 48 h; hit rate 5.9% among 310,000; Potency, µM (series often up to 28.7 µM), for inactives: top-dose activity change, negative = inhibition, hits mostly inhibitors; P. falciparum luciferase growth in erythrocytes, 48 h; AID 504832; note: potency is the fitted concentration of half-maximal effect; % is set by controls: 0 for no effect and ±100 for the full control effect
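Luciferase-expressing parasites in RBCs, 2% Hct / 0.1% parasitemia final; RPMI 1640 + 0.5% Albumax; 37 C, 5% CO2, one generation; luminescence read-out, lower signal = inhibition.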
* = called active by the depositor; ? = inconclusive; · = no result given; & = joins results of further samples; [ ] = remark or other dose. Unless noted, calls come from the whole dose curve; as a rule, active = well fitted curve in the direction sought with a large enough effect; inconclusive = small, poorly fitted or top-dose-only effect, or another doubt; inactive = no such curve, though single readings can be large; an effect the other way counts as inactive or inconclusive.

#	SMILES	AmpC inh no detg	Tb PYK inh	LmPK inh	Shiga toxin inh	Pf growth 96h	Cycloheximide cs	Pf growth 48h
1	CC(C)CN(C(=O)COC(=O)c1cccn1C)c1c(N)n(Cc2ccccc2)c(=O)[nH]c1=O	-5%	-6%	-6%	-4	11%	1	-8%
2	Cc1ccc(CN2CCC(n3nccc3NC(=O)CCCc3ccccc3)CC2)o1	55%	1%	-1%	21	?	2	?
3	CC(=O)Oc1ccccc1C(=O)Nc1ccccc1C(=O)N1CCCC1	-7%	2%	1%	-11	-4%	-2	-2%
4	C#CCOCCOCCOCCNc1nc(N2CCN(C(=O)[C@H](CCCCN)n3cc([C@@H](N)C(C)CC)nn3)CC2)nc(N2CCN(C(=O)[C@H](CCCCN)n3cc([C@@H](N)CC(C)C)nn3)CC2)n1 (stereo partly drawn)	129%[activator]	2%	5%	-8	35%[activator]	2	1%
5	CCOC(=O)N1CCN(Cc2cc(Cl)c3cccnc3c2O)CC1	109%[activator]	3%	7%	29	23%	6	2.6µM*
6	CCN(CC)C(=N)/C(C#N)=N/Nc1ccc(C)cc1	-12%	0%	-3%	87*	77%[activator]	44*	195%[activator]
7	CCCCCCOc1cccc(N)c1	-10%	-6%	-2%	36	157%[activator]	15	?
8	Nc1ncnc(Nc2c(F)cccc2F)n1	-8%	-3%	-3%	-6	11%	1	56%[activator]
9	CC(C(=O)Nc1ccccc1-c1ccccc1)N(C)Cc1nc2ccccc2c(=O)[nH]1 (stereo not drawn)	-1%	-15%	-1%	4	?	0	-17%
10	CCN(CC(=O)Nc1c(F)cccc1F)C(=O)CSc1ccccc1	-32%	0%	·	·	2%	·	4%
11	O=c1cc(CCl)nc2scc(-c3ccccc3)n12	-28%	-1%	5%	4	?	3	?
12	COc1cc(CNc2nc3c(C)cc(C)cc3s2)ccc1O	-7%	-11%	1%	48*	3%	25*	·
13	Clc1ccccc1CN1CCN(c2ccccc2Cl)CC1	-14%	3%	-3%	-19	-12%	-3	·
14	Cc1ccc(F)c(NC(=O)CCc2ccccc2)c1	-21%	2%	?	70*	144%[activator]	33*	·
15	COc1ccc(NC(=O)c2c[nH]n3c(=O)cc(C4CCN(C(=O)OC(C)(C)C)CC4)nc23)cc1Cl	-30%	0%	-1%	21	17%	5	?
16	O=C(NCCCN1CCN(CCCNC(=O)c2cc([N+](=O)[O-])ccc2Cl)CC1)c1cc([N+](=O)[O-])ccc1Cl	-11%	0%	-1%	-7	?	-2	4.7µM*
17	COc1ccc(-n2c(C)cc(/C=N/Nc3nnc(C)n3N)c2C)cc1	44%	0%	0%	33	73%[activator]	19*	?
18	CCOc1ccc(N(CC(=O)NCCSCc2ccco2)S(=O)(=O)c2ccc(F)cc2)cc1	-3%	-10%	-2%	12	13%	-3	?
19	CC1(C)Cc2c(sc(NC(=O)c3ccc(S(=O)(=O)N4CCCCCC4)cc3)c2C(N)=O)C(C)(C)N1	118%	-5%	-1%	20	?	-2	-19%
20	NC(=S)N/N=C/c1cn(CCC(=O)O)nc1-c1cccc(Br)c1	-21%	3%	2%	2	-11%	-1	5%
21	C=Cn1cc[n+](CC(=O)C(C)(C)C)c1	-41%	-7%	-2%	-10	4%	-5	-12%
22	CCOC(=O)c1cc2sccc2n1CC(=O)N1CCCC1	3%	2%	-4%	-4	-20%	-4	-4%
23	O=C(N1CCCCC1)N1CCN(C(c2ccccc2)c2ccccc2)CC1	105%[activator]	-1%	6%	-8	8.3µM*	-3	·
24	CCOC(=O)c1cc(OC(=O)c2ccccc2Br)n(-c2ccccc2)n1	-28%	7%	-3%	-3	8%	1	·
25	O=C(COC(=O)c1ccc2c(c1)OCCO2)Nc1cc(S(=O)(=O)N2CCOCC2)ccc1Cl	-22%	1%	1%	-23	-4%	-3	-13%
26	NC(=O)CC(NC(=O)c1cccc(Br)c1)c1ccc(N2CCC(Br)CC2)c([N+](=O)[O-])c1 (stereo not drawn)	-22%	2%	-7%	-8	53%[activator]	-2	46%[activator]
27	C=CCn1nc([N+](=O)[O-])nc1Sc1cccc2cccnc12	-10%	-16%	0%	15	34%[activator]	-1	-27%
28	N#Cc1nc(COc2ccc(F)cc2)oc1NCCCn1ccnc1	-19%	2%	4%	20	13%	-3	-25%
29	O=C(COc1ccccc1)NCC(=O)N/N=C/C=C/c1ccccc1	-17%	-5%	3%	-10	38%[activator]	-6	12%
30	CCOC(=O)c1cnc(SC)nc1N	-4%	5%	-10%	-3	-10%	17*	·
31	c1ccc(-c2c[n+]3c(n2-c2ccccc2)CCC3)cc1	-23%	0%	4%	18	?	-1	0.83µM*
32	COc1ccccc1C1(O)C(=O)Nc2ccccc21 (stereo not drawn)	-22%	-14%	3%	-6	?	-3	5%
33	COCC1CCCCN1C(=O)c1ccc2nc(Cc3ccc(OC)c(OC)c3)oc2c1 (stereo not drawn)	117%[activator]	-7%	3%	18	9%	12*	?
34	O=c1[nH]c(=S)[nH]c(O)c1N=Nc1cccc(S(=O)(=O)N2CCOCC2)c1	-18%	-9%	-1%	4	16%	5	49%[activator]
35	Cc1ccc(O)c(C2=Nc3ccccc3N=C(c3cccs3)C2)c1	-40%	-14%	2%	22	?	8	?
36	CCOC(=O)Cc1nn(CCc2ccccn2)c(=O)c2ccccc12	-5%	-5%	-3%	-7	-7%	1	?
37	O=C(NC1CCCc2ccccc21)c1cccc(S(=O)(=O)N2CCOCC2)c1 (stereo not drawn)	8%	-3%	4%	3	-20%	-3	-27%
38	O=C(c1c(O)c2ccccc2oc1=O)C1CCCCC1	-23%	12%	3%	-4	?	-3	·
39	CCc1ccc(NC(=O)C2=CC(c3cccs3)=NS(=O)(=O)N2C)cc1	18µM*	-1%&-9%	1%	18	29%	1	49%[activator]
40	COc1cc(S(=O)(=O)NCCCn2ccnc2)ccc1Cl	-2%	0%	0%	16	11%	-1	-3%
41	CC(c1n[nH]c(=S)n1Cc1ccccc1)N(C)C (stereo not drawn)	-1%	-12%	3%	-5	30%[activator]	-3	2%
42	CCc1nnc(NS(=O)(=O)c2ccc(NC(=S)NC(=O)/C=C/c3ccc(OC)cc3)cc2)s1	-25%	-9%	2%	-8	?	1	-17%
43	CCC(Sc1n[nH]c(=O)[nH]c1=O)C(=O)OCc1ccccc1 (stereo not drawn)	6%	-15%	0%	-17	-38%	4	·
44	CCOC(=O)N1CCN(c2ccccc2OC)CC1	1%	-8%	-1%	5	17%	6	86%[activator]
45	COc1cc(-c2cc(C(=O)N3CCN(c4ccccn4)CC3)c3ccccc3n2)cc(OC)c1OC	142%[activator]	-5%	0%	-10	47%[activator]	1	?
46	O=C(CCc1nnc(C2CCCCC2)o1)N1CCCCC1CCn1cccn1 (stereo not drawn)	25%	5%	-8%	37	0%	10	-13%
47	COC(=O)CN1C(=O)C2(C(C(=O)OC)=C(N)Oc3ccccc32)C2=C1CC(C)(C)CC2=O (stereo not drawn)	-4%	1%	13%	25	-5%	0	·
48	Cc1cccc(NC(=O)CN2C(=O)NC(C)(c3ccc4ccccc4c3)C2=O)n1 (stereo not drawn)	7%	6%	·	·	?	·	?
49	CCOC(=O)c1c(C)[nH]c(C(=O)OC(C)C(=O)Nc2ccccc2OC)c1C (stereo not drawn)	12%	-2%	7%	-8	?	3	-16%
50	O=C1CC(c2ccccc2)n2nc(N3C(=O)c4ccccc4C3=O)nc2N1 (stereo not drawn)	-8%	2%	4%	18	106%[activator]	5	2%
51	CN(CC(=O)NC1CCCCCC1)S(=O)(=O)c1ccccc1	?	2%	-3%	34*	·	12*	18%
52	COc1ccc(/C=C2\N=C(c3ccccc3)N(c3ccc(C(=O)O)cc3)C2=O)cc1OC	-43%	-5%	-3%	-3	?	-2	?
53	CCC1(c2ccccc2)NC(=O)N(CC(=O)NCc2ccncc2)C1=O (stereo not drawn)	-5%	2%	4%	-7	18%	-3	37%[activator]
54	COCCCN1C(=O)C(=O)/C(=C(/O)c2ccc(OC(C)C)cc2)C1c1ccc(O)c(OC)c1 (stereo not drawn)	-12%	-5%	2%	-10	15%	-2	5%
55	CN(C)c1ccc(/C=C/C=C2/SC(=S)N(c3ccccc3)C2=O)cc1	-35%	?	13µM*	88*	9%	33*	119%[activator]
56	COc1ccc(S(=O)(=O)N2CCCCCC2)cc1C(=O)NCc1ccc(C)cc1	-23%	2%	·	·	12µM*	·	15µM*
57	COCCNC(=O)C(c1ccc(C)cc1)N(C(=O)CCC(=O)Nc1ccccn1)C1CCCCC1 (stereo not drawn)	155%[activator]	2%	-2%	3	10%	-10	-26%
58	CCC(c1nnc(SCC(=O)NC2CCCCC2)n1Cc1ccccc1)N(C)C (stereo not drawn)	78%[activator]	-2%	·	·	-16%	·	?
59	COc1cccc(OCC(=O)Nc2cc(Cl)ccc2Oc2ccccc2)c1	-29%	-3%	-1%	-9	?	-1	?
60	COc1ccc2c(c1)C=C(CN1CCN(C3CCCC3)C(CCO)C1)CO2 (stereo not drawn)	-1%	3%	5%	-1	25%	-3	-10%

An excerpt from above in order of heavy-atom count, low to high.
#	SMILES	AmpC inh no detg	Tb PYK inh	LmPK inh	Shiga toxin inh	Pf growth 96h	Cycloheximide cs	Pf growth 48h
51	CN(CC(=O)NC1CCCCCC1)S(=O)(=O)c1ccccc1	?	2%	-3%	34*	·	12*	18%
58	CCC(c1nnc(SCC(=O)NC2CCCCC2)n1Cc1ccccc1)N(C)C (stereo not drawn)	78%[activator]	-2%	·	·	-16%	·	?
54	COCCCN1C(=O)C(=O)/C(=C(/O)c2ccc(OC(C)C)cc2)C1c1ccc(O)c(OC)c1 (stereo not drawn)	-12%	-5%	2%	-10	15%	-2	5%

The list goes on.
#	SMILES	AmpC inh no detg	Tb PYK inh	LmPK inh	Shiga toxin inh	Pf growth 96h	Cycloheximide cs	Pf growth 48h
61	CC(C)CC(=O)Nc1cccc(NC(=O)CC(C)C)n1	-24%	-2%	0%	-12	41%[activator]	-4	15%
62	CC(C)Cn1c(-c2ccc(Br)cc2)c[nH]c1=S	-20%	?	?	11	-17%	-5	-20%
63	CC1=CC(C)C2(COC(c3ccc[n+](C)c3)OC2)C(C)C1 (stereo not drawn)	24%	-3%	-5%	25	10µM*	7	?
64	CC1(C)O[C@@H]2C[C@H]3[C@@H]4C[C@H](F)C5=CC(=O)CC[C@]5(C)[C@H]4[C@@H](O)C[C@]3(C)[C@]2(C(=O)CO)O1	8%	-11%	6%	-5	?	7	-1%
